FN deposition inh = inhibitors of fibronectin matrix deposition, primary screen, AH1F cells, Alexa488-fibronectin fluorescence, plate reader. AH1F fibroblasts, overnight. hit rate 0.086% among 350,000. inhibition, % at 12.6 µM;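 active means mean inhibition across replicates of 30% or more, regardless of how many single replicates reach that level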;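 further: positive control wells lacked labelled fibronectin entirely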
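Material: AH1F fibroblast monolayer depositing Alexa488-labelled fibronectin into matrix | Input: 10000 AH1F cells/well | Medium: DMEM plus 2% serum, read in PBS | Reagent: Alexa488-fibronectin, 24 nM final in well | Compound dosing: One dose per compound, pinned | Schedule: 1 h adhesion, overnight exposure | Measured by: Fluorescence at 485 nm excitation, 525 nm emission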
miR-122 sensor = miR-122 Renilla sensor signal increase in Huh7, primary screen, miR-122 inhibitor project, cell-based, single point, plate reader. Huh7 miR-122 Renilla luciferase sensor, 48 h; neutral wells = 0, positive control = 100. AID 602342, 2012. hit rate 0.3% among 340,000. activation (reporter increase), % at 12.5 µM;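 active means mean replicate activation score at least 90 and every replicate individually at or above 90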;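 further: higher luciferase means less miR-122 activity so hits act as miR-122 inhibitors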
PglD inh = C. jejuni PglD acetyltransferase inhibitors, primary screen, biochemical, DTNB colorimetric, single point; purified PglD enzyme, DTNB colorimetric CoA detection; inhibition, % at 12.5 µM; hit rate 0.098% among 360,000; AID 602405, 2012; in the data active means inhibition above about 16%, passing the limit was not always enough; further: strong numbers were not always called active
C2C12 statin = suppressors of statin myotoxicity in C2C12 myotubes, primary screen, cell-based, single point, plate reader. C2C12 myotubes + simvastatin, ATP luminescence, 48 h; scaled: DMSO 0, geranylgeraniol control 100. rescue of ATP level, % at 7.49 µM. hit rate 0.78% among 330,000. AID 602340, 2012;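 active means mean ATP rescue above about 67%, or every replicate alone reaching that limit, limit read from the data, passing the limit was not always enough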;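 further: myotubes were challenged with 10 µM simvastatin during compound exposure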
PGC1a acetyl inh = inhibitors of PGC1a acetylation signal, primary screen, cell-based, U2OS, AlphaScreen, inhibitor mode. AlphaScreen anti-acetyl-lysine; with virally co-expressed GCN5 acetyltransferase. inhibition, % at 15.6 µM. hit rate 0.17% among 350,000. AID 651687, 2012;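 active means every replicate shows inhibition of at least 40%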;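 further: 0% = neutral control wells and 100% = positive control wells; some results beyond the cut were filed as inactive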
CFTR F508del cor = F508del CFTR correction, initial screen, CFBE line, single point; CFBE cells, YFP halide quenching; stimulated with forskolin plus potentiator P3; % fluorescence drop versus neutral controls; AID 720511, 2013; activity (quench increase), % at 7.58 µM; hit rate 0.36% among 350,000;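 active means mean added fluorescence quench of at least 8% versus neutral control, with both replicates also reaching 8%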;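 further: cells transiently co-express mutant CFTR-F508del with the halide-sensitive YFP; corrector assay measuring rescue of mutant channel to the surface after 24 h compound exposure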
Cneo AK release = Cryptococcus neoformans cell lysis inducers, primary screen, AK release luminescence, single concentration. C. neoformans lysis, adenylate kinase release luminescence, 4 h; normalised: neutral wells 0, clomiphene wells 100. lysis activity, % at 15 µM. hit rate 0.2% among 360,000. AID 651654, 2012;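 active means mean lysis activity across replicates of at least 80%, whatever share of replicates individually reach that level; inactive means mean lysis activity below 80%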
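Assay system: log-phase C. neoformans yeast / Quantity: yeast cell density of 5 × 10^6 cells/mL / Medium: fresh YPD growth medium / Compound: single dose / Timing: static 4 h at 37 °C with compound, 1 h detection / Measured by: adenylate kinase release luminescence / Read-out: lysis from increased AK signal / Benchmarks: Clomiphene as positive lysis control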
INS-1E GSIS act = GLuc luminescence reporter in INS-1E cells, primary screen for activators of glucose-dependent secretion of insulin. INS-1E GLuc reporter insulin secretion, 2-3 h. activation, % at 16.6 µM. hit rate 0.61% among 370,000. AID 743287, 2014;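 active means lowest replicate activation of at least 40%, so every replicate reaches that level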;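 further: 0% = median of neutral control wells and 100% = median of IBMX positive control wells; some compounds called inactive have numbers as strong as hits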
The depositor's hits bear a star; · = not tested or not shown; & = joins results of further samples; ! = repeats disagree; [ ] = dose if it differs, or a comment.

SMILES	FN deposition inh	miR-122 sensor	PglD inh	C2C12 statin	PGC1a acetyl inh	CFTR F508del cor	Cneo AK release	INS-1E GSIS act
C[C@H](CO)N1C[C@H](C)[C@H](CN(C)C(=O)Cc2cccnc2)Oc2ncc(-c3ccccc3)cc2C1=O	-7	5[16.7 µM]	1	-26	0	-1.6	2	6
CCc1cc2c(SCC(=O)C(C#N)=C3N(C)c4ccccc4N3C)ncnc2s1	·	-3	0	6	4	·	0	-5
C[C@@H]1CCCCO[C@H](CN(C)C(=O)C2CCCCC2)[C@H](C)CN([C@@H](C)CO)C(=O)c2cc(NC(=O)Nc3ccc(C(F)(F)F)cc3)ccc2O1	·	-4[16.7 µM]	3	·	3	3.2	3	8
CCOc1cc(C2NN=C(c3ccccc3)S2)ccc1OCc1ccc(F)cc1 (stereo unspecified)	-6	-10	-9	-11	1	·	-3	·
COc1ccccc1-n1c(SCC(=O)O)nnc1-c1ccc(S(=O)(=O)N2CCCCC2)cc1	·	-11	1	1	15	·	-1	·
Cc1ccc(S(=O)(=O)N[C@H](C(=O)N2CCC(C(=O)N[C@@H](CC(=O)O)C(=O)O)CC2)C(C)C)cc1	·	-10	-3	-12	-2	-0.7	1	-5
CO[C@H]1CN(C)C(=O)c2ccc(NS(C)(=O)=O)cc2OC[C@H](C)N(C(=O)C2CC2)C[C@@H]1C	2	·	-4	5	1	-0.1	26	-3
CC1CCCCN1C(=O)c1c([N+](=O)[O-])cnn1C (stereo unspecified)	-1	-5	3	-4	·	-0.6	2	4
CS(=O)(=O)N1CC(=O)N2[C@@H](CO)[C@H](c3ccc(Br)cc3)[C@@H]2C1	0	·	·	·	10	-3.2	·	13
CCOC(=O)C(NC(=O)c1cccc(Cl)c1)(Nc1nnc(C)s1)C(F)(F)F (stereo unspecified)	8	-2	2	0	·	·	5	18
C/C=C/c1ccc([C@H]2[C@@H](CO)N(Cc3ccccn3)[C@@H]2CNC(=O)CC)cc1	-23	0[16.7 µM]	0	11	3	1.1	-4	5
COc1ccccc1NC(=O)N1CC[C@@H]2[C@H]1c1cc(-c3ccccc3)ccc1N(C)[C@@H]2CO	1	-3[16.7 µM]	-3	32	-3	0.1	-7	7
COc1ccnc(N=CNOCc2cccc(C(F)(F)F)c2)c1C#N	3	·	·	·	-3	0.6	·	-4
C[C@@H]1CN([C@@H](C)CO)C(=O)c2cc(-c3ccncc3)cnc2O[C@@H]1CN(C)C(=O)c1ccccc1F	·	0[16.7 µM]	1	22	11	-1.0	0	20
COc1cc(Br)c(/C=C/c2ccc3cccc(O)c3n2)cc1OC	10	5	-3	1	11	2.0	2	6
CN1CCN(C(=O)c2cc3c(c(-c4cccc(C5=CCCC5)c4)n2)[C@@H](CCO)N([S@](=O)C(C)(C)C)C3)CC1	-2	·	-1	1	3	-2.3	-1	-8
Oc1c(N=NC(=S)Nc2ccccc2F)c2ccccc2n1Cc1ccccc1Cl	-2	9	-1	-19	8	-1.5	-1	-9
c1ccc(CN2CCN(c3nc(N4CCOCC4)c4ccccc4n3)CC2)cc1	-1	-7	2	3	8	·	1	·
CC[C@H](CO)Nc1nc(Nc2cccc(Cl)c2)c2ncn(C(C)C)c2n1	7	-8	-2	-29	-19	0.9	-2	-13
Cn1c(=O)c2c(nc(Br)n2C/C=N/NC(N)=S)n(C)c1=O	-1	1	1	·	19	-3.8	1	6
CC(=O)Nc1cccc(NC(=O)C2CCCN2C(=O)Nc2cccc(F)c2)c1 (stereo unspecified)	·	-2	4	-1	5	·	-7	·
O=C(CN1C(=O)NC(c2ccccc2)(c2ccccc2)C1=O)N1CCN(c2ccccc2F)CC1	3	-3	6	1	-1	-9.5	0	-12
Cc1cc(Nc2ccccc2)n(-c2nc3ccccc3[nH]2)n1	·	16	-2	-8	-9	·	4	-21
COc1ccc(NC(=O)N2CCCC2C(=O)NCc2ccc(F)cc2)cc1 (stereo unspecified)	-8	-6	-1	10	1	·	-1	·
O=C(C1=C[C@@H](c2coc3ccccc3c2=O)C[C@@H](OCCCCO)O1)N1CCN(Cc2ccccc2)CC1	-10	2	-8	-11	-20&-22	2.2&1.9	-2&1	-11
(further entries)
SMILES	FN deposition inh	miR-122 sensor	PglD inh	C2C12 statin	PGC1a acetyl inh	CFTR F508del cor	Cneo AK release	INS-1E GSIS act
Nc1ccc(CSc2ccc(Cl)cc2)cc1	2	-5	·	·	-4	2.4	·	-1
C=CCOc1ccc(CN(C)Cc2nc3cc(C(F)(F)F)ccc3c(=O)[nH]2)cc1	0	4	·	·	·	2.2	·	-24
CC=Cc1ccc2n(c1=O)C[C@@H]1[C@@H](CO)[C@H](C(=O)N3CCOCC3)N(Cc3ccccc3)[C@H]21 (mixture of isomers)	10	1[16.7 µM]	0	-1	·	2.6	12	6
O=C(/C=C/c1ccco1)NC(=S)Nc1ccc(Cl)cn1	·	5	-3	35	5	·	2	·
O=C(c1ccc(Cl)cc1)c1ccc(OCC(O)CN2CCCCC2)cc1 (stereo unspecified)	-11	11	2	·	-14	·	-1	·
C[C@H](CO)N1C[C@H](C)[C@H](CN(C)S(C)(=O)=O)Oc2ncc(-c3cccc(F)c3)cc2C1=O	6	38&36[16.7 µM]	-3&3	·	-3&-9	-0.1&0.6	-6&-5	1
Cc1nc(NCc2ccccc2)sc1C(=O)Nc1ccccc1	-5	-4	5	-12	10	-0.5	1	6
CCOC(=O)C(C)Sc1ccc2nnc(-c3ccc(F)cc3)n2n1 (stereo unspecified)	-13	11	1	-10	-2	·	5	16
O=C(COC(=O)C1CCC1)Nc1ccc(Cl)cn1	-2	45	0	-6	0	-0.3	-3	25
Cc1nnc(N2C(=O)C(=O)/C(=C(/O)c3ccc4c(c3)OCCO4)C2c2ccc(F)cc2)s1 (stereo unspecified)	4	-7	-4	5	0	-0.5	3	7
O=C(NCCN1CCOCC1)c1csc2c1CCCC2	2	-6	1	2	·	·	1	·
CCCCCc1c(C)nc(N2CCN(Cc3ccc4c(c3)OCO4)CC2)[nH]c1=O	-2	-3	5	7	6	-0.7	-3	27
Cc1c(C)c2cc(Cl)c(OCc3nn[nH]n3)cc2oc1=O	·	-4	3	11	3	·	-1	·
COC(=O)c1ccc(NC(=O)CN(C)S(=O)(=O)c2ccc(OC)c(C)c2)cc1	-4	-9	-1	27	-29	·	0	-12
CC(=O)Nc1ccc(S(=O)(=O)N(C)CC(=O)NCCOc2ccccc2)cc1	1	-5	-2	-4	6	0.4	-2	-10
Cc1cc(C)c(NS(=O)(=O)c2ccc3c(c2)NC(=O)C(C)C(=O)N3)c(C)c1 (stereo unspecified)	11	-8	-5	-1	-13	-4.7	1	·
Cc1cc(C)cc(OCC(=O)OCC(=O)N(C)CC(=O)Nc2ccc(F)cc2)c1	4	-5	5	9	6	-4.8	-5	-27
COc1ccc(-n2c(SCC#N)nc3ccccc3c2=O)cc1	·	1	-1	-7	8	·	-21	·
OC1Cc2ccccc2C1Nc1cccc(C(F)(F)F)c1 (stereo unspecified)	1	0	2	5	-1	-1.4	2	-24
O=S(=O)(NCCN1CCCC1)c1ccc(Cl)cc1	-2	-3	-1	6	2	1.1	-2	-1
COc1ccc(COc2cccc(C=O)c2)cc1	7	3	-2	-2	1	0.2	-1	2
Cc1noc(C)c1NC(=O)N(C)C[C@@H]1OCCCC[C@@H](C)Oc2ccc(NS(=O)(=O)c3cccs3)cc2C(=O)N([C@H](C)CO)C[C@H]1C	·	-2[16.7 µM]	1	·	-2	1.1	-3	7
Cc1ccc(NC(=S)N(CCN(C)C)C(C)c2cccnc2)c(C)c1 (stereo unspecified)	-11	·	·	·	4	2.4	·	2
O=C(C[C@H]1CC[C@@H](NC(=O)C2CCC2)[C@H](CO)O1)NC1CCCCC1	4	·	0	1	10	-1.1	7	0
CC1=NN(c2ccccc2)C(=O)/C1=C\c1cn(CCC#N)nc1-c1ccc(Cl)cc1	-6	·	·	·	-5	0.9	·	-1
Later entries
SMILES	FN deposition inh	miR-122 sensor	PglD inh	C2C12 statin	PGC1a acetyl inh	CFTR F508del cor	Cneo AK release	INS-1E GSIS act
O=C(NCc1ccccc1C(F)(F)F)C1CC(O)CN1C(=O)Nc1ccccc1 (stereo unspecified)	5	-5	-2	6	6	-0.7	-1	9
Cc1ccccc1CC(=O)Nc1ccc2c(c1)c(=O)n(C)n2-c1cccs1	5	29	-4	4	-4	-1.2	0	4
Cc1cccc(S(=O)(=O)N2CC[C@@H]3[C@H]2c2cc(-c4ccccc4F)ccc2N(C)[C@H]3CO)c1	15	10[16.7 µM]	-3	-14	-16	2.3	14	0
Cc1cc(C)c2c(c1)OC(=O)CC2c1ccc2c(c1)OCO2 (stereo unspecified)	1	6	0	-3	4	3.3	-5	-33
Cc1cc(=O)n2cccc(O)c2n1	-3	-7	·	9	-13	1.5	·	3
CCc1nc2ccc(C(=O)NCc3ccccc3OC)cn2c1N(CC)Cc1cccc(Br)c1	3	7	0	-4	·	0.8	0	-22
CC(/C=C\c1cccnc1)=C/C(=O)O	·	-1&0	-1&-1	116*!	-6&2	·	2&0	·
Cc1noc(C)c1S(=O)(=O)N(C)C[C@H]1Oc2ccc(N(C)C)cc2CC(=O)N([C@@H](C)CO)C[C@H]1C	4	7[16.7 µM]	·	-12	-17	4.2	·	18
CCOC(=O)C(=CNc1ncccc1C)C(=O)OCC	·	-3	-1	-14	-8	·	-1	-33
CCOc1c(C#N)c(C#N)c2nc(C)cc(C)n12	·	-5	-1	-8	-5	·	1	17
CCOc1ccc(Nc2nc(Cc3nnc(SCC(=O)N(CC)CC)n3C)cs2)cc1	2	6	-4	2	-15	·	-1	·
CC(NC(=O)CCc1c[nH]c2ccccc12)c1ccccc1 (stereo unspecified)	-4	4	1	4	2	-3.4	0	-4
O=C(CCc1ccccc1)N1CCN(CCO)CC1	2	4	1	4	0	1.5	0	8
Fc1ccc(-c2ccc(C3[C@H]4CNC[C@@H]3N4Cc3ccccn3)cc2)cc1 (stereo partly specified)	-1	·	·	·	3	1.0	·	-6
C[C@@H]1CN([C@@H](C)CO)C(=O)CCCn2nncc2CO[C@@H]1CN(C)Cc1ccncc1	3	1[16.7 µM]	·	8	9	-0.5	·	3
CS(=O)(=O)N1CCN(c2ccccc2NC(=S)NC(=O)c2ccco2)CC1	18	-7	-2	-4	·	3.7	2	5

Record cards (already shown). Values in the order: FN deposition inh | miR-122 sensor | PglD inh | C2C12 statin | PGC1a acetyl inh | CFTR F508del cor | Cneo AK release | INS-1E GSIS act
`CC(NC(=O)CCc1c[nH]c2ccccc12)c1ccccc1` (stereo unspecified) across the screens: -4 | 4 | 1 | 4 | 2 | -3.4 | 0 | -4
`Cc1cccc(S(=O)(=O)N2CC[C@@H]3[C@H]2c2cc(-c4ccccc4F)ccc2N(C)[C@H]3CO)c1` across the screens: 15 | 10[16.7 µM] | -3 | -14 | -16 | 2.3 | 14 | 0
`CCOC(=O)C(=CNc1ncccc1C)C(=O)OCC` across the screens: · | -3 | -1 | -14 | -8 | · | -1 | -33

Source: PubChem BioAssay
